Source: PubChem BioAssay (ICCB-Longwood Screening Facility, Harvard Medical School)
PV pol inh: poliovirus RNA polymerase inhibition; P03300; poliovirus polymerase elongation, fluorescence polarization; active compounds read low; % elongation, % (compound at 16.7 µg/mL); 0.66% of 150,000 active; AID 588519; in the data active = % elongation below about 90%; also: some results filed as inactive read as strong as hits
Target sequence (P03300 1749-2209 limits assumed): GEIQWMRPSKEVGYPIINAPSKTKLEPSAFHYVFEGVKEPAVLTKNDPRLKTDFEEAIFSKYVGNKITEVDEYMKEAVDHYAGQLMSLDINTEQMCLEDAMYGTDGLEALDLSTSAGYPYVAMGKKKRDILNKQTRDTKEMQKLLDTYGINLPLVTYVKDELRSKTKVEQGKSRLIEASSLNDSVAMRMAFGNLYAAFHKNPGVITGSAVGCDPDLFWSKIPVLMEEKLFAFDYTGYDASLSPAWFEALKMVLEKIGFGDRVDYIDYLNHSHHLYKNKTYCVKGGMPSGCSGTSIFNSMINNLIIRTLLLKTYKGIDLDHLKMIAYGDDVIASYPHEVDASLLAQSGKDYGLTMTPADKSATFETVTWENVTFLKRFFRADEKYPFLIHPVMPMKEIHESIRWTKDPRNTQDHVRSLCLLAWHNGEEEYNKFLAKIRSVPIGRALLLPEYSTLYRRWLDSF
PV pol inh FP z-score: further read-out of PV pol inh, marked with its call; z-score; measured here: FP z-score; hits read low
Active calls of the source: *. These rows are one share of the data; count on the stated rates, not on these rows.

SMILES	PV pol inh	PV pol inh FP z-score
O=C(CCc1nc2cccnc2n1Cc1cccs1)N1CCC2(CC1)OCCO2	101	0.2
O=C(O)CNC1=NCCCCC1	102	-0.1
Cn1cnnc1-c1ccc(N)cc1	100	-0.1
COc1ccc(CCNC(=O)c2cn(C)c3ccc(S(=O)(=O)N(C)C)cc3c2=O)cc1OC	102	-0.5
O=C1Nc2ccc(S(=O)(=O)N(CCO)CCO)c3cccc1c23	101	-0.3
COc1ccccc1NC(=O)c1sc2nc3n(c(=O)c2c1C)N=C(c1cccc(Br)c1)CS3	102	-0.8
CCS(=O)c1ccccc1C(=O)NCc1ccc(C)cc1 (stereo unspecified)	100	-0.3
O=C(Cc1cn2ccsc2n1)Nc1ccccc1OC(F)F	99	-0.5
CCOC(=O)c1c(C)[nH]c(CCC(=O)NCc2ccc(OC)c(OC)c2)c1C	113	1
COc1cccc(NC(=O)CCNC(=O)Cn2ccc3ccccc3c2=O)c1	109	1
COc1ccc2c(CNC3CCCCCC3)c(C(=O)O)n(Cc3ccccc3F)c2c1	102	-0.9
c1ccc(CSC2=NCCCN2C2CCCCC2)cc1	104	0.1

Record cards, as listed above.
Entry for `COc1ccc2c(CNC3CCCCCC3)c(C(=O)O)n(Cc3ccccc3F)c2c1` = PV pol inh: 102; PV pol inh FP z-score: -0.9
Entry for `Cn1cnnc1-c1ccc(N)cc1` = PV pol inh: 100; PV pol inh FP z-score: -0.1

The list goes on:
SMILES	PV pol inh	PV pol inh FP z-score
Clc1ccc2nc(-c3ccc(N4CCOCC4)cc3)c(Nc3ccccc3)n2c1	104	-0.3
O=C(c1ccc(N2CCCc3ccccc32)s1)n1ccnc1	103	0.3
O=C(COC(=O)c1ccc(N2C(=O)c3ccccc3C2=O)cc1)Nc1ccc2[nH]c(=O)[nH]c2c1	102	0
CCOC(=O)c1c(S(=O)(=O)N2CCC(C(=O)Nc3ccc(F)cc3F)CC2)c(C)n(C)c1C	111	0.8
O=C(Nc1cccc(-c2noc(-c3ccccc3)n2)c1)c1cccs1	103	0.5
C=CCNC(=O)C1(O)c2ccccc2NC(=O)N1c1ccccc1 (stereo unspecified)	107	0.4
CC1CCN(C(c2nnnn2Cc2ccccc2)C(C)C)CC1 (stereo unspecified)	100	-0.7
Cc1nc2c(C(=O)NCc3ccccc3Cl)cnn2c(C)c1Cc1c(F)cccc1Cl	104	0.2
O=C(Cn1ncc2c([nH]c3ccccc32)c1=O)NCC1CCN(Cc2ccc(F)cc2)CC1	102	-1
Cc1csc2nc(COC(=O)COc3ccccc3F)cc(=O)n12	101	-0.9
N=C(N=C(N)N)N1CCCc2ccccc21	103	0.5
O=c1cc(-c2cccs2)oc2ccc(Cl)cc12	100	-1.2
Cc1ccc(N2CCN(C(=O)c3ccc4c(Cl)c5c(nc4c3)CCCC5)CC2)c(C)c1	109	0.6
O=C(CSc1nc2ccccc2nc1Cc1ccccc1)N1CCCCC1	111	1.2
CCCn1c(N)c(C(=O)COC(=O)c2cc(-c3ccc(C)o3)nc3ccccc23)c(=O)[nH]c1=O	106	0.5
O=C(NCCc1ccccc1)c1ccc2c(c1)sc1nc(-c3ccccc3)cn12	101	-0.1
CC1C2CC(CC1(C)C)N(C(=O)c1ccc(N3C(=O)c4ccccc4C3=O)cc1)C2 (stereo unspecified)	108	0.7
CC(=O)NS(=O)(=O)c1ccc(NC(=O)c2ccccc2C(=O)O)cc1	101	-0.1
COc1cc(O)ccc1-c1nc2cc(C)ccn2c1Nc1ccccc1C	109	0.1
O=C(c1ccc2c(c1)N(Cc1ccccc1)C(=O)c1ccccc1S2(=O)=O)N1CCc2ccccc21	106	0.2
Fc1cccc(-c2nnn3c2nc(Cl)c2ccccc23)c1	100	-0.1
Cc1ccc(CSC2=Nc3ccccc3C3=NC(CC(=O)NCc4ccc5c(c4)OCO5)C(=O)N23)cc1 (stereo unspecified)	109	0.8
CS(=O)(=O)c1ccc(-c2nn[nH]n2)cc1	101	0
O=C(NCCN1CCOCC1)C1CCC(Cn2c(=S)[nH]c3ccccc3c2=O)CC1 (stereo unspecified)	100	-0.7
Cc1cccc(-c2noc(CNC(=O)CC(C)(C)C)n2)c1	104	0.4
O=C(Nc1ccc(N2CCN(c3ccc(F)cc3)CC2)c(C(=O)O)c1)c1cccs1	113	1.4
CC(NC(=O)C1CCN(C(=O)N2CCOc3ccc(Cl)cc32)CC1)c1ccccc1 (stereo unspecified)	106	-0.2
O=C1CN(c2nc(-c3ccc(Cl)cc3)cs2)CCN1	103	0
Cc1cc(C)c(OCC(=O)N(Cc2ccc(N(C)C)cc2)Cc2ccco2)c(C)c1	98	-2.2
O=C(NC1(O)C(=O)c2ccccc2C1=O)c1ccccc1	67*	-7.7*
CCOC(=O)c1ccc(NC(=O)CSc2ccc(-c3sc(C)nc3C)nn2)cc1	101	-1.6
CN(C)c1ccc(/C=C(\NC(=O)c2ccccc2)C(=O)NCc2ccco2)cc1	103	0.6
NS(=O)(=O)c1ccc(NC(=O)CN2CCN(c3ccc(F)cc3)CC2)cc1	103	-0.4
Cc1ccc2c(=O)c(C(=O)c3cccc(Cl)c3)cn(CC(=O)Nc3ccc4c(c3)OCCO4)c2n1	114	1.4
CC1=CCC2(CO)COC(c3ccccc3O)C1C2 (stereo unspecified)	103	0.6
COc1ccccc1C(=O)N1CCNCC1	102	-0.2

Continued (5 carried over from the part before).
SMILES	PV pol inh	PV pol inh FP z-score
CN(C)c1ccc(/C=C(\NC(=O)c2ccccc2)C(=O)NCc2ccco2)cc1	103	0.6
NS(=O)(=O)c1ccc(NC(=O)CN2CCN(c3ccc(F)cc3)CC2)cc1	103	-0.4
Cc1ccc2c(=O)c(C(=O)c3cccc(Cl)c3)cn(CC(=O)Nc3ccc4c(c3)OCCO4)c2n1	114	1.4
CC1=CCC2(CO)COC(c3ccccc3O)C1C2 (stereo unspecified)	103	0.6
COc1ccccc1C(=O)N1CCNCC1	102	-0.2
COc1cccc(CNC(=O)CN2C(=O)CSc3c2c(C)nn3-c2ccccc2)c1	111	1.1
Cc1nn2c(=O)cc(COC(=O)Cc3ccccc3)nc2s1	113	1.3
CCOC(=O)c1cc(C)n(CC2CCC(C(=O)Nc3ccc(OCC)cc3)CC2)c1C (stereo unspecified)	100	-1.3
CCn1cc2nc(SCC(=O)NC3CCCCC3)n(Cc3ccc(OC)cc3)c(=O)c2n1	101	0.1
CCCN(CCC)c1sc(S(C)(=O)=O)nc1S(=O)(=O)c1ccc(C)cc1	103	0.5
CCSc1nn(CC(=O)Nc2cccc(CC)c2)c(N)c1S(=O)(=O)c1ccccc1	103	-0.7
Cc1ccn2c(-c3nnco3)c(C)nc2c1	102	-0.3
CCOC(=O)COc1ccc2c(c1)C(=O)CC(C)(c1cccnc1)O2 (stereo unspecified)	100	-0.1
Cc1nc(NS(=O)(=O)c2ccccc2)sc1NC(=O)OCCOc1nc(N(C)C)nc(N(C)C)n1	102	-0.1
NNc1nc2ccccc2o1	103	0.3
O=c1[nH]c2ccccc2n1CN1CCc2ccccc2C1	102	0.1
COC(=O)c1cnn(C(=O)c2ccccc2Br)c1N	102	0.3

Gathered by group, the compounds so far containing a COOH group.
SMILES	PV pol inh	PV pol inh FP z-score
O=C(O)CNC1=NCCCCC1	102	-0.1
COc1ccc2c(CNC3CCCCCC3)c(C(=O)O)n(Cc3ccccc3F)c2c1	102	-0.9
CC(=O)NS(=O)(=O)c1ccc(NC(=O)c2ccccc2C(=O)O)cc1	101	-0.1
O=C(Nc1ccc(N2CCN(c3ccc(F)cc3)CC2)c(C(=O)O)c1)c1cccs1	113	1.4

Remaining list, next part:
SMILES	PV pol inh	PV pol inh FP z-score
CC(=O)O/N=C(/N)c1cnn2c(C(F)(F)F)cc(C(F)(F)F)nc12	102	0.1
CC(=O)NC1=NC(=O)/C(=C\c2ccc(Cl)cc2)S1	107	0.4
N#CCCSc1ccc(F)cc1	99	-0.2
CCC(Sc1nc2ccncc2[nH]1)C(=O)Nc1cc(Cl)ccc1C (stereo unspecified)	106	-0.3
CCOC(=O)c1cc(C#N)c(SCc2ccc(C#N)cc2)nc1C	104	0.3
Cc1cc(=O)[nH]c(SCC(=O)Nc2ccc(N3CCOCC3)c(Cl)c2)n1	101	-0.4
COc1ccccc1OCCn1c(NC(=O)c2ccc(Cl)cc2)nc2ccccc21	101	-0.6
COc1cccc(NC(=O)CN(C)CC(=O)Nc2cccc(Br)c2)c1	98	0
COc1ccc(/C=[N+](\C)[O-])c(OC)c1	100	-0.2
CCOC(=O)c1ccc(Nc2c(-c3ccc(N(C)C)cc3)nc3nc[nH]n23)cc1	107	0.2
Cc1cccc(-n2ncc3c(NCCOCCO)ncnc32)c1	105	-0.3
O=C(c1noc2c1CCc1sccc1-2)N1CCc2ccccc21	102	0.5
O=C(Cn1cnc2c(nnn2Cc2ccccc2)c1=O)c1ccccc1	100	0
Cc1ccc(SCC(=O)NCCCN2CCCC2=O)c(C)c1	108	0.7
Cc1cc(C)c(NC(=O)Cn2c(=O)n(CCC(=O)NCc3ccccc3Cl)c(=O)c3sccc32)c(C)c1	108	0.5
O=C(NCCN1CCCC1)c1ccc(Cl)cc1	105	1.4
COc1ccc(-c2oc3ncn4nc(-c5ccccc5Br)nc4c3c2-c2ccc(OC)cc2)cc1	108	0.7
CC(C)S(=O)(=O)/C(C#N)=C/Nc1ncccn1	106	0.2
CCOc1ccc2c(c1)SC1=NC(C(F)(F)F)(C(F)(F)F)NC(=O)N12	100	-0.4
COC(=O)Cc1[nH]n(-c2ccccc2)c(=O)c1C=Nc1ccc(C)cc1	100	-0.2
COc1ccccc1NC(=O)c1c(NCc2ccc(C)o2)sc2c1CCCCC2	112	1.3
Cc1cc(C)cc(CC(C(=O)O)C(C)C(=O)Nc2cccc(C(F)(F)F)c2)c1 (stereo unspecified)	103	0.2
COc1cccc(C(=O)Nc2nc(-c3nnn(-c4ccccc4C(F)(F)F)c3C)ns2)c1	102	-1
Cn1c(=N)n(CC(=O)C23CC4CC(CC(C4)C2)C3)c2ccccc21	106	0.3
CC(=O)OC1C(=O)OC2C1OC(n1ccc(=O)[nH]c1=O)C2OC(C)=O (stereo unspecified)	105	0.2
N#CCc1c(C#N)c(N)nc(Nc2ccccc2)c1C#N	44	-4.4
O=C(COc1ccc(Cl)cc1Cl)NC(=O)NC1CCCC1	107	0.7
COc1ccc(Cn2ccc3nc(C)c(C(=O)N4CCN(c5cccc(OC)c5)CC4)cc3c2=O)cc1	106	0
O=C(OCC(=O)N1CCOCC1)c1cc(F)c(F)cc1Cl	98	-1.9
CC1CCCCN1S(=O)(=O)c1ccc(F)c(C(=O)Nc2c(F)cc(F)cc2Br)c1 (stereo unspecified)	101	-0.2
CC1S/C(=N\N=C/C23CC4CC(CC(C4)C2)C3)NC1=O (stereo unspecified)	101	-0.1
CCSc1nc2c(c(=O)n1CC)C1(CCCC1)Cc1ccccc1-2	100	-0.2
COc1ccc2c(c1)c1c3n2CCN(C)C3=NCC1	106	0.9
CC(=O)Oc1ccc(-c2nc(-c3ccccc3)no2)cc1	101	0.1
CCOC(=O)N1CCC(NC(=O)c2ccc3c(c2)N(Cc2cc(C)ccc2C)C(=O)c2ccccc2S3=O)CC1 (stereo unspecified)	105	0
CN(C)c1c(F)cc(C(=O)NCc2ccccc2)cc1F	103	0.3
CCN1CCN(Cc2ccoc2)CC1	98	-0.4
c1ccc2c(CN3CCN(Cc4ccncc4)CC3)c[nH]c2c1	101	0.4
COc1ccc(N(C(=O)c2cc(OC)c(OC)c(OC)c2)S(=O)(=O)c2ccc(C)cc2)cc1	108	0.7
CC(Sc1n[nH]c(-c2ccncc2)n1)C(=O)N(C)c1ccccc1 (stereo unspecified)	97	-0.6
CCNc1c(NS(=O)(=O)c2ccc(C)cc2)c(=O)oc2ccccc12	101	0.1
CC(=O)Nc1c(C(=O)N2CCOCC2)sc2nc3c(cc12)COC(C)(C)C3	100	0.1
C=CCSc1nc2c(cnn2-c2ccc(C)c(C)c2)c(=O)[nH]1	100	-1.2
COC(=O)NC1c2ccccc2Oc2ccc(C)cc21 (stereo unspecified)	102	0
CCOC(=O)c1c(C)c(C(=O)N2CC(C)CC(C)C2)c(C)n1C (stereo unspecified)	100	-0.3
NS(=O)(=O)c1ccc2ccccc2c1	103	0.3
COc1ccc(C)cc1NC(=O)C1CC1C (stereo unspecified)	100	-0.6
CN(c1cccc2cccnc12)S(=O)(=O)c1ccccc1	112	0.9
Cn1c(N)c(C(=O)CN2CCN(S(=O)(=O)/C=C/c3ccccc3)CC2)c(=O)n(C)c1=O	96	-1.2
Cc1ccc(NC(=O)Cn2c(=O)/c(=C/c3ccc(N(C)C)cc3)s/c2=C\C#N)cc1	164	8.5
CCOc1ccccc1NC(=O)Cn1c(=O)n(Cc2ccc(C(=O)NCCCOC)cc2)c(=O)c2ccccc21	106	-0.1
CCOC(=O)c1c(NS(=O)(=O)c2ccc(Br)cc2)sc2c1CCC(C)C2 (stereo unspecified)	107	0.5
Cc1cc(/C=N/NC(=O)c2ccncc2)c(C)n1-c1ccccc1	102	0
COc1ccc(CC(=O)N2N=C(C)CC2(O)C(F)(F)F)cc1 (stereo unspecified)	105	0.2
Cc1cc(C)cc(N2C(=O)CCSC23C(=O)N(Cc2ccccc2)c2ccccc23)c1 (stereo unspecified)	104	-0.4
O=C(CCc1nc2ccccc2c(=O)[nH]1)N(Cc1nnc(-c2ccccc2Cl)o1)C1CC1	106	0.5
O=C(NCc1ccccc1)c1cc2ccccc2o1	100	-0.4
O=C(Nc1ccc(Cl)cc1C(F)(F)F)C(Sc1cccc[n+]1[O-])c1ccccc1 (stereo unspecified)	100	-0.7
COc1ccc(NC(=O)c2oc3ccccc3c2NC(=O)c2cc3ccccc3o2)cc1	102	-0.8

Three records picked at random from those above, as already listed:
SMILES	PV pol inh	PV pol inh FP z-score
CCOC(=O)c1c(C)[nH]c(CCC(=O)NCc2ccc(OC)c(OC)c2)c1C	113	1
c1ccc2c(CN3CCN(Cc4ccncc4)CC3)c[nH]c2c1	101	0.4
CCNc1c(NS(=O)(=O)c2ccc(C)cc2)c(=O)oc2ccccc12	101	0.1
